Screening data as filed in PubChem BioAssay.
D2 PAM – positively modulates the human D2 dopamine receptor allosterically | potentiation, % at 10 µM | P14416 | HEK293 T-REx D2, calcium flux, EC20 dopamine potentiation | actives 0.34% (n = 340,000);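 active = potentiation over 3 SD above the plate norm, cut at about 30% in these data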; note: 0% is about no effect
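Using a no-wash calcium dye in inducible, force-coupled HEK293 Trex cells expressing D2, we tracked fluorescence each second for 180 s after compound, then for 180 s after EC20 dopamine to detect augmented signalling.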
RXFP1 antagonist – blocks the human relaxin receptor RXFP1; Q9HBX9; HEK293-RXFP1, relaxin-stimulated cAMP HTRF, 30 min; active compounds read low; AID 1259400; activity change, negative = inhibition, % at 57.5 µM; actives 0.59% (n = 350,000);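 active = activity change of -60% or lower, but not beyond a set lower limit; inconclusive = change between -60% and -40%, or beyond the set limit; inactive = change above -40%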; note: % is set by controls: 0 for no effect and ±100 for the full control effect
D2 agonist – D2 dopamine receptor (human) agonism. HEK293 T-REx D2 cells, calcium flux agonist mode. actives 0.53% (n = 340,000). P14416. activation, % at 2 µM;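 active = activation over 3 SD above normal in the single-dose calcium agonist read, cut at about 30% in these data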; note: 0% is about no effect
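Tetracycline-induced HEK293 T-REx cells with force-coupled D2 receptor, plated overnight at 30 C, loaded with no-wash calcium dye. After a 10 s baseline, compound was pin-added and calcium flux read kinetically for 180 s; calcium rises flagged agonists.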
D1 PAM – human D1 dopamine receptor positive modulation; P21728; HEK293 TREx D1 cells, calcium flux, dopamine EC20 potentiation; actives 0.036% (n = 360,000); potentiation, % at 10 µM; AID 504651; in the data active = potentiation above about 30%; note: 0% is about no effect
Target sequence (P21728 whole entry, looked up): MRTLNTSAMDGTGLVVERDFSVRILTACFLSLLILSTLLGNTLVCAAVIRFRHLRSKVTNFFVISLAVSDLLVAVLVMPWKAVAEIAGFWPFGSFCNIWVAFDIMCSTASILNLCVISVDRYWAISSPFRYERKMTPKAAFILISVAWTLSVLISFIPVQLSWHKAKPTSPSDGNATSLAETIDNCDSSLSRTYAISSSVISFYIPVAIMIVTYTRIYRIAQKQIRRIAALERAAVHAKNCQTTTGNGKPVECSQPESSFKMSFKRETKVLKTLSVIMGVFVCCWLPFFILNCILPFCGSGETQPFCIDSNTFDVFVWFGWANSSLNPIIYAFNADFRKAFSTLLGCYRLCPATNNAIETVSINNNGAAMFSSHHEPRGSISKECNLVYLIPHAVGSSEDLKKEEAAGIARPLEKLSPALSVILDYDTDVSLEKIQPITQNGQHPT
TRHR PAM – allosteric enhancers of human TRH receptor. TRHR cells, fluo-8 calcium fluorescence, EC20 TRH enhancement. enhancement, % at 2 µM. actives 0.66% (n = 360,000). AID 493056; in the data active = enhancement above about 30%; note: 0% is about no effect
Target sequence (P34981 whole entry, looked up): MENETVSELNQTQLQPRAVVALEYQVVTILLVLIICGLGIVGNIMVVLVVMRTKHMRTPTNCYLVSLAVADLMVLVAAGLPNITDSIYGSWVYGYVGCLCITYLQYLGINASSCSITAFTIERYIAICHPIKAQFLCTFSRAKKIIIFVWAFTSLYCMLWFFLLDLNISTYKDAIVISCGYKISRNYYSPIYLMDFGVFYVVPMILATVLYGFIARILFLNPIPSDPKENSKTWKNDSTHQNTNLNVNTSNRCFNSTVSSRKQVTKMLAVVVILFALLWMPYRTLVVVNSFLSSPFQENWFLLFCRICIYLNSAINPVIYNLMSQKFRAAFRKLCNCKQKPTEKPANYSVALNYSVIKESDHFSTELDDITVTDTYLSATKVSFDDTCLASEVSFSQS
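TRHR-expressing cells loaded with fluo-8 calcium dye were read kinetically (ex 480/em 530) during compound addition, then stimulated with an EC20 of TRH (10 nM final). Enhancement of the Gq-mediated intracellular calcium response was scored.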
D1 ag – activates the human D1 dopamine receptor; P21728; actives 1% (n = 360,000); AID 504660; activation, % at 2 µM; HEK293 T-REx D1 cells, calcium flux, agonist mode; note: 0% is about no effect
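Agonism was scored from calcium flux recorded over 180 s (1 read/s) after pintool compound addition, following a 10-cycle baseline. Cells were inducible force-coupled HEK293 TREx D1, plated overnight at 30 C and loaded with no-wash calcium dye.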
D2 antag – D2 dopamine receptor (human) antagonism. inhibition, % at 10 µM. HEK293 TREx D2 cells, calcium flux, dopamine EC80. actives 2% (n = 340,000). P14416; in the data active = inhibition above about 30%; note: 0% is about no effect
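Calcium mobilization kinetics were recorded at 1 s intervals in tetracycline-induced HEK293 T-REx D2 cells, first for 180 s after compound addition and then 180 s after EC80 dopamine.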
D1 antagonist – antagonists of human D1 dopamine receptor | P21728 | HEK293 TREx D1 cells, calcium flux, dopamine EC80; active compounds read low | activity change, negative = inhibition, % at 10 µM | actives 3.2% (n = 360,000); in the data active = activity change below about -30%; note: % is set by controls: 0 for no effect and ±100 for the full control effect
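HEK293 T-REx cells expressing inducible, force-coupled D1 receptor; no-wash Ca dye, 30–90 min RT. Cmpd → 180 s read at 1 Hz → EC80 DA → 180 s read.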
TRHR agonist – agonists of human TRH receptor | P34981 | TRHR cells, calcium flux fluo-8, FDSS agonist mode | activation, % at 2 µM | actives 0.18% (n = 360,000); note: 0% is about no effect
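In this calcium-flux screen, cells bearing human TRHR are dye-loaded with fluo-8, baselined for 10 cycles, then exposed to library compounds; positive kinetic calcium responses during the agonist phase mark hits, with TRH as control.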
Active calls of the source: *; ? = inconclusive; . = not tested or not shown; & = joins results of further samples. Cut-off read from the data, not from the text of the source, unless noted: active = activation above about 30%; inactive = the rest. This is a random part of the collection; about 7.1% have a hit in one of these screens.

SMILES	D2 PAM	RXFP1 antagonist	D2 agonist	D1 PAM	TRHR PAM	D1 ag	D2 antag	D1 antagonist	TRHR agonist
CC(=O)Nc1ccc(S(=O)(=O)N2CCN(C(=O)c3ncoc3-c3ccc(F)cc3)CC2)cc1	-3	-13	0.3	-6	-10	-1	20	-25	0.1
CC(=O)N1c2ccc(S(=O)(=O)NCCC(=O)Nc3ccc(OC(F)(F)F)cc3)cc2CC1C (stereo not drawn)	14	8	-1.0	-7	-4	10	18	-1	0.9
CCOC(=O)C1CCCN(C(=O)c2ccc(Cl)cc2)C1 (stereo not drawn)	6	6	-0.3	14	-2	0	5	-14	-0.2
COc1ccc(C(=O)N(C)c2c(C)n(C)n(-c3ccccc3)c2=O)cc1OC	9	1	0.0	-2	-10	4	-4	4	-0.3
COc1ccc(OC)c(C(=O)CSc2nnc(-c3ccc(OC)c(OC)c3)o2)c1	5	.	-0.3	5	-15	5	14	5	0.8
CN1CCN(CC(O)COc2ccc(C34CC5CC(CC(C5)C3)C4)cc2)CC1 (stereo not drawn)	-6	-24	1.1	-11	6	16	5	-10	1.3
Cc1cccc(C)c1OCc1nc2c3cnn(-c4ccccc4F)c3ncn2n1	-12	-16	.	0	-5	3	.	-16	0.3
O=C1N/C(=C/c2ccc(N3CCOCC3)cc2)C(=O)N1Cc1ccc(F)cc1	-1	2	0.9	-6	-1	6	-2	5	4.0
COc1cccc(N2CCN(CC(=O)C34CC5CC(CC(C5)C3)C4)CC2)c1	-6	-6	0.7	-4	-5	1	6	5	0.7
COC(=O)CCCn1c(-c2ccc(C)cc2)c(C)n2c3c(=O)n(C)c(=O)n(C)c3nc12	15	.	0.2	1	2	0	.	-7	-2.9
C=CCSc1nnc(Cc2c(C)[nH]c3ccccc23)o1	.	.	.	0	10	3	.	-6	-0.4
COc1cccc(N=Nc2c(=O)[nH]n3c(=O)c4c([nH]c23)CCC4)c1	0	-11	-1.1	-7	3	1	-13	2	-0.3
COc1cc2c(cc1NC(=O)COc1ccc(Br)c(C)c1)oc1ccccc12	11	-1	1.6	0	5	1	.	-11	0.4
CC(=O)c1ccc(Sc2nnc(C)s2)c([N+](=O)[O-])c1	-23	0	0.1	-2	0	0	1	20	-0.3
Cc1ccc(-c2nnn(CC(=O)NC3CC4CCC3C4)n2)cc1 (stereo not drawn)	2	0	-0.2	4	5	3	-9	-7	0.0
CN1CCN(c2ccc([N+](=O)[O-])cc2NC(=O)c2cccs2)CC1	19	-14	0.1	-2	16	5	-1	3	0.2
CC1c2cc3c(cc2CCN1C(=O)c1ccc(C(F)(F)F)cc1)OCCCO3 (stereo not drawn)	13	-37	-0.8	14	5	0	-6	-7	-0.7
Clc1ccc(C2=Nn3c(nnc3-c3cc(-c4ccccc4)n[nH]3)SC2)cc1	-12	-5	0.6	5	23	-1	25	13	1.0
CC1CCC/C(=N\NC(=O)COc2ccccc2Cl)C1 (stereo not drawn)	11	-7	0.0	-4	-1	1	14	-10	-0.9
COc1ccc(/C=C/C(=O)Oc2ccc(/C=N/NC(=O)c3ccncc3)cc2)cc1	.	2	-3.0	-10	12	3	14	-7	-0.6
O=[N+]([O-])c1ccc(Nc2nc(NC3CCCCC3)nc(N3CCCC3)n2)cc1	6	-18	-0.2	-4	-5	-2	-19	-1	0.7
CC(C)(C)C1CCC(=NNC(=O)c2ccc(Br)o2)CC1 (stereo not drawn)	-12	-6	-0.5	0	-6	2	8	-19	0.3
COc1ccc(CCNC(=O)c2cc3c(F)cccc3s2)cc1OC	21	-2	3.3	-1	6	-1	-12	-9	-1.2
COc1ccc(-c2nnc(SCC(=O)c3ccco3)n2-c2ccccc2)cc1	3	-7	0.3	14	4	0	-14	15	0.1
COc1ccc(CNC(=O)C2CCCCN2S(=O)(=O)c2ccc(F)cc2)cc1 (stereo not drawn)	-1	-1	0.3	4	16	2	.	15	-0.3
COC(=O)CCN(c1ccccc1)S(=O)(=O)c1cc(-c2cc(C)no2)ccc1OC	9&0	11&-12	-0.8&-0.1	-5&-2	4&1	9&8	6	24&-10	-0.2&0.2
CCOCCCNC(=O)/C(C#N)=C/c1cc(OC)c(O)c([N+](=O)[O-])c1	7	-3	-0.7	0	0	-1	-7	14	0.0
CC1=C(C(=O)Nc2cc(C)ccn2)C(c2cnn(C)c2)C2=C(CC(c3ccccc3)CC2=O)N1 (stereo not drawn)	9	-7	1.7	-1	1	3	-3	2	-0.2
Cc1ccc(CN(c2ccc(C(=O)Nc3cccnc3)cc2)S(C)(=O)=O)cc1	3	6	1.5	2	-3	8	18	-2	1.8
O=C(NNC(=S)Nc1ccc(F)c(Cl)c1)C1CC1	2	9	0.2	4	-1	0	22	7	-0.9
COc1cc(/C=C/c2nc(C#N)c(NC(C)c3ccccc3)o2)cc(OC)c1OC (stereo not drawn)	7	15	1.6	1	5	-1	.	7	-1.8
COc1ccc(CCNS(=O)(=O)c2ccc3c(c2)c(=O)n(C)c(=O)n3C)cc1OC	1	-12	-0.6	-1	3	1	.	8	0.2
O=c1cc(C(F)(F)F)nc(SCc2cccc3ccccc23)[nH]1	-3	-37	-0.3	-10	-3	11	29	-13	-0.3
CCOc1ccc(Nc2n[nH]c(=S)s2)cc1	-2	-1	0.6	1	5	2	-1	-5	-0.3
Cc1c(C(=O)O)cccc1-n1c(C)cc(/C=C(/C#N)C(=O)NCc2ccccc2)c1C	12	13	0.4	-7	18	3	-8	8	-0.5
O=[N+]([O-])c1ccc2nc(/C=C/c3ccc(Cl)cc3)[nH]c2c1	-23	-23	0.0	-7	-4	7	11	-18	0.4
CCOC(=O)C(=O)N(Nc1ccccc1C)c1ccccc1C	5	-11	0.8	0	29	-1	6	5	-0.3
COc1ccc2cc(C(C)C(=O)N3CCC(C)CC3)ccc2c1 (stereo not drawn)	0	-12	-0.8	-1	-1	5	-17	-8	-0.6
COc1ccc2c(c1)C1(Nc3ccccc3-c3nc4ccccc4n31)C(=O)N2C (stereo not drawn)	-4	-11	0.7	-7	-5	2	-11	3	0.3
CCS(=O)(=O)Nc1ccc(-c2nnc(SCC(=O)c3ccc(NC(C)=O)c(OC)c3)o2)cc1	-7	1	0.2	3	-19	1	2	8	0.4
CCN(CC)S(=O)(=O)c1ccc(C(=O)N2CCN(C(=O)c3ccco3)CC2)cc1	-5	1	.	5	-2	1	.	-12	1.9
COCCCNCCCCOc1ccc(Br)cc1Cl	-27	-20	0.6	-10	-5	20	65*	-26	0.5
CCC1=NN(C(=O)Cc2ccc(OC)c(OC)c2)C(O)(C(F)(F)F)C1 (stereo not drawn)	3	-1	0.9	-1	-4	1	-2	13	0.0
COc1ccc2c(CNCCc3cccs3)c(C(=O)O)n(Cc3ccccc3C)c2c1	.	-20	.	-1	-3	4	.	21	-0.6
COc1ccccc1NS(=O)(=O)c1cc(NC(=O)C(C)(C)C)ccc1N1CCOCC1	1	11	-0.3	-12	14	0	-16	0	0.1
C/C(=N\Nc1cccc2cccnc12)c1ccccc1O	0	4	0.3	0	-2	3	-9	8	-0.2
Nc1c(C(=O)OCC(=O)Nc2ccc(OC(F)F)cc2)[nH]c(=O)[nH]c1=O	-4	-4	5.7	-2	3	2	0	-10	0.0
O=C(OC(C(=O)Nc1ccc(Cl)cc1C(F)(F)F)c1ccccc1)C1=COCCO1 (stereo not drawn)	-3	0	1.0	-2	-8	1	4	-8	-0.3
COc1ccc(C(=O)Nc2ccc3c(c2)n(C)c(=O)n3C)cc1OC	-14	-11	0.7	-2	2	1	-6	3	0.3
O=c1[nH]c(C2CCN(S(=O)(=O)c3ccc(S(=O)(=O)NC4CC4)cc3)CC2)nc2c1nnn2Cc1ccccc1	-5	0	-0.3	-3	29	6	18	-9	0.0
COCCOC(=O)c1cc(C(=O)c2cc(F)ccc2O)coc1=N	-12	15	0.2	-5	-3	2	15	-27	0.7
Cc1ccccc1-c1cccc([C@@H]2C[C@H]3CN(Cc4cccnc4)C(=O)[C@]34CCCN24)c1	12	-12	0.0	-3	2	4	1	3	0.5
NNC(=O)Cn1nc2n(c1=O)-c1ccccc1SC2	11	-1	-0.1	-1	-1	5	-14	-25	0.6
Cc1cc(=O)[nH]c(SCC(=O)Nc2ccc3c(c2)OCCO3)n1	-14	2	-0.2	3	32*	1	9	6	0.3
COc1ccc(-c2nc(CS(=O)(=O)CC(=O)NCCCN3CCN(C)CC3)c(C)o2)cc1	-1	17	-0.6	-5	1	0	-3	-38*	0.1
Cc1ccc(CCNC(=O)Cc2ccc(NC3=NC4CS(=O)(=O)CC4S3)cc2)cc1 (stereo not drawn)	-4	7	-0.2	0	1	2	38*	-13	0.3
CCCCC(=O)Nc1cc(C)c2c(=O)oc3ccccc3c2n1	14	-3	0.6	-8	3	1	0	6	0.3
NC(=O)c1nsc(C(=O)N(CC(=O)NC2CCCC2)c2cnc3ccccc3c2)c1N	-1	.	-0.4	3	-11	1	-16	-15	-1.1
COc1ccc(C(C(=O)NC2CCCC2)N(Cc2cccs2)C(=O)c2ccn[nH]2)cc1OC (stereo not drawn)	.	-7	.	-5	-3	1	.	-11	0.9
Cc1[nH]cnc1CSCc1ccc(Cl)cc1	6	.	-0.3	-9	13	36*	3	-4	-0.3

Reprinted from the part before: three entries; new compounds follow.
SMILES	D2 PAM	RXFP1 antagonist	D2 agonist	D1 PAM	TRHR PAM	D1 ag	D2 antag	D1 antagonist	TRHR agonist
NC(=O)c1nsc(C(=O)N(CC(=O)NC2CCCC2)c2cnc3ccccc3c2)c1N	-1	.	-0.4	3	-11	1	-16	-15	-1.1
COc1ccc(C(C(=O)NC2CCCC2)N(Cc2cccs2)C(=O)c2ccn[nH]2)cc1OC (stereo not drawn)	.	-7	.	-5	-3	1	.	-11	0.9
Cc1[nH]cnc1CSCc1ccc(Cl)cc1	6	.	-0.3	-9	13	36*	3	-4	-0.3
CCN(CC)c1ccc(C(=S)NC2CCCCC2)cc1	-6	-13	0.9	-2	-11	4	10	-2	-1.0
COc1ccccc1N1CCN(C(=O)c2cnc(N3CCOCC3)c3ccccc23)CC1	-8	-15	1.4	-3	-4	0	.	-4	0.4
CC1=C/C(=N\OS(=O)(=O)c2ccccc2)C(C(C)C)=CC1=O	1	?	0.4	-4	-2	-2	6	-16	-0.2
Cc1ccc(S(=O)(=O)c2nc(-c3ccccc3)oc2NCCN2CCOCC2)cc1	.	4	-0.2	-4	5	1	24	5	1.1

Profiles from above.
Cc1ccc(S(=O)(=O)c2nc(-c3ccccc3)oc2NCCN2CCOCC2)cc1 is entered as D2 PAM: .; RXFP1 antagonist: 4; D2 agonist: -0.2; D1 PAM: -4; TRHR PAM: 5; D1 ag: 1; D2 antag: 24; D1 antagonist: 5; TRHR agonist: 1.1
COc1ccccc1N1CCN(C(=O)c2cnc(N3CCOCC3)c3ccccc23)CC1 is entered as D2 PAM: -8; RXFP1 antagonist: -15; D2 agonist: 1.4; D1 PAM: -3; TRHR PAM: -4; D1 ag: 0; D2 antag: .; D1 antagonist: -4; TRHR agonist: 0.4
